Source: PubChem
SKN-1 block: suppressors of acrylamide-induced Pgst-4::GFP reporter in worms, primary screen, SKN-1 inhibitor project, whole organism, uHTS, GFP/RFP fluorescence ratio, strain VP596 | inhibition, % at 21.8 µM | C. elegans VP596 Pgst-4::GFP/RFP ratio, 24 h | 0.49% of 360,000 active;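 active = interference check ratio from 0.5 to 1.5 plus GFP to RFP signal ratio inhibition reaching or exceeding a fixed threshold, cut at about 30% in these data, passing the limit was not always enough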; note: some compounds called inactive have numbers as strong as hits
CendR NRP1 mod: modulators of CendR peptide binding to NRP-1, primary screen, biochemical, fluorescence polarization, uHTS. FAM-RPARPAR peptide binding to NRP-1. inhibition, % at 25 µM. 0.85% of 360,000 active;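 active = inhibition or corrected inhibition above about 18%, plus a signal ratio from 0.5 to 1.5, limit read from the data, passing the limit was not always enough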; note: strong numbers were not always called active
Target sequence (O14786 whole entry, looked up): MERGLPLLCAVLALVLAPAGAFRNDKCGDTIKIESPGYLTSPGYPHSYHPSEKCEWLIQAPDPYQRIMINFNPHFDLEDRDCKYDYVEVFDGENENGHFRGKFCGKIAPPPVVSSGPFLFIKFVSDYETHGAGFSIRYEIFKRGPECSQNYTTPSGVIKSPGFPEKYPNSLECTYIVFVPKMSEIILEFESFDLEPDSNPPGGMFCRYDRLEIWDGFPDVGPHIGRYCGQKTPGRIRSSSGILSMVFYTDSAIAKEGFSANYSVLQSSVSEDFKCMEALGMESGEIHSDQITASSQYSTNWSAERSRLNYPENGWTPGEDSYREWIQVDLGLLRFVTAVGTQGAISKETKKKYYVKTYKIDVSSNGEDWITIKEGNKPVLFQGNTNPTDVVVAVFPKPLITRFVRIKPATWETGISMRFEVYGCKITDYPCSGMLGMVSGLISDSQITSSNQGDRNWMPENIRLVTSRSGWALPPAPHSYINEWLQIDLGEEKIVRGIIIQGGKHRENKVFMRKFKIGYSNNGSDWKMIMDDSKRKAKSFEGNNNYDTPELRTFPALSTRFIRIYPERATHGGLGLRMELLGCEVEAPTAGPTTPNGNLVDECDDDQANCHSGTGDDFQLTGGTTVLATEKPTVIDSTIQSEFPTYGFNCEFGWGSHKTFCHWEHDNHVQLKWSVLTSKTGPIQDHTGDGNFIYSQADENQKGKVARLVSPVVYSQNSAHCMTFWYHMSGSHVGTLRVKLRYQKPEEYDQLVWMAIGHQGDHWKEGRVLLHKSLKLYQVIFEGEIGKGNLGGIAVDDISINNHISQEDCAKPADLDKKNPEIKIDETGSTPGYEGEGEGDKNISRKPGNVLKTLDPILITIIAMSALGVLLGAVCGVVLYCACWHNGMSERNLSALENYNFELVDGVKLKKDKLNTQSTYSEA
MT1-MMP act inh: blockers of MT1-MMP proenzyme processing, primary screen, HT1080 RFP-PRO-GFP cells, GFP/RFP fluorescence; GFP/RFP ratio fluorescence, overnight; percent of plate control window, DMSO zero; 0.061% of 360,000 active; GFP/RFP ratio change, % at 20 µM;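 active = GFP/RFP ratio change of at least 30% with cell ATP level not reduced by more than half and red fluorescence within 50% of control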; note: strong numbers were not always called active
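Assay system: HT1080 cells carrying an RFP-PRO-GFP reporter | Dosing: Single dose of 20 µM compound, 1% DMSO final | Incubation: Cells overnight before dosing, compound overnight, 37 °C, 5% CO2 | Evaluation: GFP/RFP fluorescence ratio | Control set: DMSO and RFP-L50D-GFP cell wells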
Rin1 Abl inh: inhibitors of Rin1-Abl protein binding, primary screen, biochemical, TR-FRET | inhibition, % at 7.35 µM | AID 588664, 2011 | 0.4% of 360,000 active; in the data active = inhibition above about 5%, passing the limit was not always enough
eLon inh: inhibitors of E. coli Lon protease, primary screen, biochemical, fluorescence polarization. inhibition, % at 7.94 µM. AID 602123, 2011. P0A9M0. purified E. coli Lon protease. 0.42% of 360,000 active; in the data active = inhibition above about 13%, passing the limit was not always enough;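 note: 0% = enzyme with probe and DMSO and 100% = no enzyme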
bovine MsrA act: bovine MsrA enzyme activators, primary screen, biochemical, absorbance, HTS; Methionine sulfoxide reductase A (Bos taurus); purified bovine MsrA, absorbance read-out; activation, % at 10.6 µM; 0.3% of 360,000 active; AID 602163, 2012; in the data active = activation above about 7.5%;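 note: 0% = vehicle and 100% = reference activator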
Neddyl block: inhibitors of cullin neddylation, primary screen, biochemical, TR-FRET, uHTS, NAE and Ubc12. NEDD8-conjugating enzyme Ubc12 (Homo sapiens) + NEDD8-activating enzyme E1 regulatory …. calls only at 25 µM. 0.58% of 360,000 active. AID 651699, 2012; in the data active = inhibition above about 36%
MsrA inhibitor: bovine MsrA enzyme inhibitors, primary screen, biochemical, absorbance, HTS; Methionine sulfoxide reductase A (Bos taurus); purified bovine MsrA, absorbance read-out; inhibition, % at 15.5 µM; 0.75% of 360,000 active; AID 651718, 2012; in the data active = inhibition above about 4.5%;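 note: 0% = vehicle wells with enzyme and 100% = reference inhibitor wells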
FAS TE block: FAS thioesterase domain inhibitors, primary screen, biochemical, fluorescence intensity, uHTS; inhibition, % at 15 µM; recombinant FAS-TE, OMFH fluorogenic substrate, fluorescence endpoint; AID 602261, 2012; Fatty acid synthase (Homo sapiens), P49327; 0.67% of 360,000 active;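 active = compounds whose normalised, plate-corrected inhibition of enzyme fluorescence in the single-dose primary screen is 50% or more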;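 note: 0% = DMSO with enzyme and 100% = substrate without enzyme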
* hit, by the source's call; i = inactive; . = no result given.

entry	structure	SKN-1 block	CendR NRP1 mod	MT1-MMP act inh	Rin1 Abl inh	eLon inh	bovine MsrA act	Neddyl block	MsrA inhibitor	FAS TE block
1	CCOc1ccc(CN2C(=O)c3ccccc3C2C(=O)NC(C)CC)cc1OC (configuration not stated)	-17	7	3	-2	8	-8	i	0.8	-2
2	O=c1[nH]c2ccc(NC(=S)Nc3ccccc3Cl)cc2[nH]1	0	-5	-2	1	0	-7	i	-0.1	-4
3	CC(C)NC1CS(=O)(=O)CC1O (configuration not stated)	3	12	0	1	-8	-7	i	-0.9	-10
4	Cc1ccc(-c2cc(N)n(-c3ccc(C)cc3)n2)cc1	21	6	-1	0	2	-3	i	-0.1	4
5	Cn1cc(CC(=O)NC2CCCCC2)c2ccccc21	-10	8	0	-3	-2	-3	i	-0.4	-1
6	CC(C)(Oc1ccc(Cl)cc1)C(=O)O	1	-2	1	-3	-3	-2	i	-1.3	-1
7	Cc1ccc2nc(-c3ccc(F)cc3)c(CC3CCCCC3)n2c1	10	-26	-7	.	-18	-13	i	0.5	15
8	Cc1ccc2oc(=O)c(-c3ccc(O)cc3)c(C)c2c1	-9	-35	6	3	2	-2	i	1.4	-3
9	COc1ccc(NC(=O)c2ccc(NC(=O)CN3CCN(c4ccc(O)cc4)CC3)cc2)cc1	-5	14	5	-1	-6	-2	i	1.7	0
10	O=[N+]([O-])c1ccc(/C=N/NC(=S)Nc2ccc(Cl)cc2Cl)s1	-2	-25	-11	-2	-14	1	i	1.1	-40
11	Cc1ncc(CN2CCCC(CCC(=O)NCc3ccccc3F)C2)s1 (configuration not stated)	13	6	2	-4	6	-2	i	0.1	-1
12	CC(C)c1ccc(NC(=O)C2CCC(CNC(=O)[C@@H]3Cc4ccccc4CN3)CC2)cc1 (some centres not stated)	4	6	-2	0	0	2	i	-1.2	-1
13	C[C@@H]1CN([C@@H](C)CO)S(=O)(=O)c2ccc(Br)cc2O[C@@H]1CN(C)S(=O)(=O)c1cn(C)cn1	2	13	1	-2	-6	-4	i	0.1	-8
14	Cc1ccc(C)c2sc(N)nc12	-10	5	-1	1	4	-8	i	0.2	-8
15	COc1ccccc1C(=O)NCCCNC(=O)c1ccccn1	5	0	3	3	3	-5	i	1.0	-6
16	CCCCCC(=O)N1C[C@@H](O)[C@H](n2cc(-c3ccc(F)cc3)nn2)C[C@@H]1c1ccc(OC)cc1	10	-11	4	1	11	1	i	-0.5	11
17	Cc1cc(=O)n2c(nc3ccccc32)s1	11	-1	6	1	-11	-2	i	-0.7	-7
18	CCCC(=O)Nc1ccc(C#Cc2ccccc2)cc1	11	-5	9	-4	-10	4	i	-0.8	6
19	CC1CCC(NC(=O)c2cc(C3CC3)nn2-c2ccccc2)CC1 (configuration not stated)	17	-3	-5	3	-7	-2	i	0.1	22
20	COc1ccc(/C=C(\C#N)C(=O)OCC(=O)NC(C)c2ccccc2)cc1 (configuration not stated)	12	-9	2	-3	-4	-4	i	0.6	-8
21	CC(=O)c1ccc(NC(=S)NCCc2cccc(Cl)c2)cc1	1	6	4	0	-4	-1	i	-0.1	18
22	COc1ccc(OC)c(N(CC(=O)N2CCC(C)CC2)S(=O)(=O)c2ccc(OC)c(OC)c2)c1	-5	1	4	2	1	-4	i	-0.8	-4
23	Fc1cccc(CNCc2ccc3c(c2)OCO3)c1	3	2	3	0	5	-9	i	-0.1	-3
24	CCCc1cc(=O)[nH]c(SCC(=O)N2CCN(c3ccccc3)CC2)n1	4	-11	4	2	1	-2	i	0.1	-7
25	CC(C)CNC(=O)NC(=O)COC(=O)Cn1cnc2ccccc2c1=O	14	5	1	-1	3	-1	i	-0.1	2
26	CCN(C(=O)c1ccc2c(=O)n3c(nc2c1)CCCCC3)c1ccc(F)cc1	-8	-5	-2	-1	-2	-10	i	-0.3	1
27	CN(Cc1nc2ccccc2c(=O)[nH]1)C(=O)c1cccc(S(=O)(=O)N2CCc3ccccc32)c1	-17	7	2	2	-7	0	i	-0.4	0
28	O=C(Nc1ccc(Cl)cc1)N1CCN(c2ccc3nnc(-c4ccc(F)cc4)n3n2)CC1	22	1	-4	-1	-4	-5	i	0.0	27
29	Oc1ccc(/C=N/N2CCN(c3ccccn3)CC2)cc1	-2	7	0	1	-8	-1	i	0.7	-2
30	Cc1ccc(S(=O)(=O)NN=C2C3CC4CC(C3)CC2C4)cc1	13	15	1	3	5	-6	i	-0.1	-5

Three entries out of the list above, ordered by the value under bovine MsrA act, ascending.
nr	mol	SKN-1 block	CendR NRP1 mod	MT1-MMP act inh	Rin1 Abl inh	eLon inh	bovine MsrA act	Neddyl block	MsrA inhibitor
23	Fc1cccc(CNCc2ccc3c(c2)OCO3)c1	3	2	3	0	5	-9	i	-0.1
25	CC(C)CNC(=O)NC(=O)COC(=O)Cn1cnc2ccccc2c1=O	14	5	1	-1	3	-1	i	-0.1
27	CN(Cc1nc2ccccc2c(=O)[nH]1)C(=O)c1cccc(S(=O)(=O)N2CCc3ccccc32)c1	-17	7	2	2	-7	0	i	-0.4

Next part:
entry	structure	SKN-1 block	CendR NRP1 mod	MT1-MMP act inh	Rin1 Abl inh	eLon inh	bovine MsrA act	Neddyl block	MsrA inhibitor	FAS TE block
31	CCOC(=O)c1nn(C23CC4CC(CC(C4)C2)C3)c2c1C(=O)N(c1ccc(C)cc1)C2=O	-10	-6	-1	-3	-6	-3	i	0.8	28
32	CS(=O)(=O)N1CCN(C(=O)Nc2ccccc2)CC1	-2	8	-1	0	-5	-5	i	-0.3	-5
33	O=C(NCc1cccc(Cl)c1)c1ccc(-c2ccc(F)c(F)c2)c2ccoc12	16	-4	6	3	-2	-2	i	1.9	33
34	CC1CCCN(Cc2nc(Cc3ccccc3Cl)no2)C1 (configuration not stated)	-1	-3	0	-4	0	-7	i	0.9	0
35	CCOC1=NC(C(=O)O)c2ccccc2/C(=C(/C)Cl)N1 (configuration not stated)	-3	17	5	1	4	-1	i	0.8	-4
36	Cc1ccc(S(=O)(=O)N2CCCCC2)cc1NC(=O)COC(=O)CN1C(=O)NC2(CC(C)CC(C)(C)C2)C1=O (configuration not stated)	-1	1	-3	5	-4	-1	i	-0.6	7
37	Nc1nc2ccc(Cl)cc2cc1C(=O)NCCc1ccc(Cl)cc1Cl	5	-4	-1	.	.	.	i	0.1	.
38	CCc1ccc(NC(=O)c2sc3nc(C)nc(N4CCN(c5ccccn5)CC4)c3c2C)cc1	8	16	2	1	-3	-3	i	0.8	30
39	COc1ccc(CCNC(=O)COc2cc(O)c3c(c2)OC(C)(C)CC3=O)cc1	8	-6	1	-1	0	-2	i	0.9	10
40	CCN(CC)C(=S)NC(=O)c1ccc(Cl)cc1Cl	-2	-3	3	1	-1	-2	i	0.0	-8
41	Cc1cc(Nc2cccc(F)c2)nc(N2CCOCC2)n1	21	5	1	-3	12	-2	i	-0.9	-1
42	CCn1c(COc2cccc3cccnc23)nnc1SCC(=O)OC	19	5	3	0	-2	-3	i	-0.1	-1
43	CCCc1nc2c3ccccc3ccn2c1Cc1ccc(OC)cc1C	18	-108	-19	-1	-82	-10	i	-0.3	4
44	COc1ccc(NC(=O)CN2C(=O)CSC(C)C2=O)cc1 (configuration not stated)	-1	3	3	-1	7	-1	i	0.6	0
45	CC(/C=C/c1ccccc1)=N/NC(=O)c1nc2nc(C)cc(C)n2n1	-13	6	1	-1	0	-3	i	1.6	0
46	Nc1nccnc1C(=O)OCC(=O)Nc1cccc(S(=O)(=O)N2CCCCC2)c1	6	8	-1	-1	-6	-3	i	0.1	-13
47	O=C(N=C1SC2CS(=O)(=O)CC2N1Cc1ccc(Cl)cc1)C1CCCO1 (configuration not stated)	12	11	-3	-5	8	-2	i	-1.1	-3
48	O=C(CNC(=O)c1ccc(Cl)cc1)OCCCOC(=O)CNC(=O)c1ccc(Cl)cc1	-6	19	1	-1	-2	-3	i	-0.3	4
49	Cc1ccc(NC2CCCN(C(=O)c3cn4cc(Cl)ccc4n3)C2)cc1C (configuration not stated)	7	5	3	-4	5	-3	i	-0.5	0
50	O=C(COC(=O)Cc1ccccc1[N+](=O)[O-])NCc1ccc(F)cc1	4	2	4	2	1	-7	i	-0.2	-13
51	CC(NC(=O)c1nn(C)c2c1CS(=O)(=O)c1ccccc1-2)c1ccccc1 (configuration not stated)	-2	2	-1	-1	6	-1	i	-0.8	2
52	COC(=O)c1cnc(NNS(=O)(=O)c2ccc(Cl)cc2)nc1C(F)(F)F	10	-3	1	2	0	-1	i	1.5	9
53	Cc1cc(Oc2ccc([N+](=O)[O-])cc2)nc(N2CCOCC2)n1	14	7	3	-4	-5	-2	i	0.8	2
54	CCOC(=O)N/N=C/c1c[nH]c2ccccc12	-3	4	5	1	-4	-1	i	0.1	-10
55	CC(C)NC(=O)c1ccccc1NC(=O)Cc1ccc([N+](=O)[O-])cc1	-7	-5	3	1	-8	1	i	0.9	6
56	O=C(CSCc1ccc([N+](=O)[O-])cc1)NN=C1CCCCCC1	-1	5	0	0	3	-4	i	-0.3	-1
57	O=C(NCCNC(=O)c1cnccn1)c1ccc(Cl)cc1	-5	0	-1	0	-1	-2	i	-0.1	-6
58	CC(C)c1ccc(CN2CCC(C(=O)NCc3cccnc3)CC2)cc1	-4	-4	6	1	-3	-1	i	0.8	-7
59	Cc1ccc(N2C(=O)c3ccc(C(=O)N4CCOCC4)cc3C2=O)cc1C	12	7	1	-2	5	1	i	-0.5	-2
60	O=C(NCCCN1CCOCC1)c1cc2cc(Br)ccc2oc1=O	-22	8	5	-2	-10	-7	i	1.3	-8
61	Nc1nc(-c2ccccc2Cl)cs1	13	-6	0	3	2	-6	i	0.6	-8
62	COc1cc2c(cc1OC)/C(=C/C(=O)c1ccccc1F)NCC2	20	-11	0	-2	-3	-1	i	2.1	4
63	Cc1ccccc1OCCNc1ccc(C(F)(F)F)cc1[N+](=O)[O-]	4	12	5	0	3	-4	i	-0.8	24
64	CCc1cccc(CC)c1NC(=S)/C(=C(\[O-])c1ccc(Cl)s1)[n+]1ccccc1	6	-5	-9	1	-11	-3	i	1.6	-2
65	CN(C)c1ccc(NC(=O)c2ccc([N+](=O)[O-])cc2Cl)cc1	-10	1	7	-3	-1	-9	i	-0.6	-6
66	COc1ccc(Nc2nccc(-c3cccc(N)c3)n2)cc1	-13	20*	-12	2	9	-2	i	0.4	0
67	CCOC(=O)Cn1nnc(-c2ccccc2)n1	5	-4	0	-2	3	-1	i	0.8	-1
68	O=Nc1c(O)n(Cc2ccc(Cl)cc2Cl)c2ccccc12	3	-4	-3	-2	2	-2	i	1.2	-172
69	CC1C(O)=C(c2ccccc2)P(=O)(Cc2ccccc2)C1C (configuration not stated)	-18	1	8	.	-3	-8	i	-0.5	-6
70	COC(=O)N1CCCCC1c1cc(C(=O)NCc2ccccc2)no1 (configuration not stated)	14	0	-2	-1	-13	1	i	0.9	-8
71	C=CCOc1ccc(C=Nc2ccc(C)c(Cl)c2)c(O)c1	13	2	-2	1	-10	5	i	-0.5	-2
72	COc1cccc(NC(=O)CN(C)C(=O)c2ccc(-c3ccccc3Cl)o2)c1	9	1	0	-7	6	-2	i	1.0	14
73	COc1ccccc1-c1nnc(SC(C(=O)c2c[nH]c3ccccc23)c2ccccc2)n1C (configuration not stated)	10	-8	-3	-2	-2	-3	i	0.5	11
74	Cc1ccc2c(c1)NC(=O)C(CC(=O)NCc1ccc(F)cc1)O2 (configuration not stated)	-6	-1	4	0	-3	-7	i	0.3	-4
75	CCc1nc2c(OCCc3cccc(OC)c3)cccn2c1N(C=O)Cc1ccccc1	10	-14	-6	2	-4	-4	i	-0.5	-2
76	COc1cc(NC(=O)c2cc3c(C)nc4ccccc4c3o2)cc(OC)c1OC	-6	1	13	0	-14	-11	i	1.9	4
